Sm TGR block – qHTS Assay for the Inhibitors of Schistosoma Mansoni Peroxiredoxins; Schistosoma mansoni thioredoxin glutathione reductase (TGR), Q962Y6; purified TGR, DTNB reduction, TNB absorbance 405 nm; Potency, µM (titrated, usually from 114 µM), for the others: at the highest dose activity change, negative = inhibition, usual class: inhibitors; hit rate 3% among 360,000; further: potency means the concentration at half of the fitted maximal effect; on the % scale 0 is the no-effect control and ±100 the full control effect; nearly all actives have a fitted effect of over 60% in size
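First, TGR (20 nM dispensed) and NADPH were mixed with compound. Second, a 15 min room-temperature incubation followed. Third, further NADPH and then DTNB were added to start the reaction. Finally, TNB absorbance was monitored kinetically.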
Pf growth 96h – Primary qHTS for delayed death inhibitors of the malarial parasite plastid, 96 hour incubation; P. falciparum luciferase reporter growth, 96 h; Potency, µM (series often up to 28.7 µM), without a hit: top-dose activity change, negative = inhibition, most hits filed as inhibitors; hit rate 6.9% among 320,000; AID 504834, 2011; further: potency means the concentration at half of the fitted maximal effect; on the % scale 0 is the no-effect control and ±100 the full control effect
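Infected RBCs, 2% Hct / 0.05% parasitemia final; luciferase-reporter P. falciparum; cpd 96 h, 37 C, 5% CO2; luciferase detection reagent; luminescence.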
Shiga toxin inh – A qHTS for Small Molecule Inhibitors of Shiga Toxin; Vero cells, Shiga toxin protein synthesis inhibition reporter; inhibition, % at 38.7 µM; hit rate 9.2% among 290,000; in the data active means inhibition mostly above about 28%, no sharp cut-off; inactive means mostly below about 43%; further: 0% is about no effect
Cycloheximide cs – Cycloheximide Counterscreen for Small Molecule Inhibitors of Shiga Toxin; cell reporter, cycloheximide protein synthesis inhibition counterscreen; max response, %; hit rate 12% among 300,000; in the data active means max response mostly above about 13%, no sharp cut-off; inactive means mostly below about 14%; further: read at 38.3 µM for the half of the compounds with a filed dose; 0% is about no effect
Pf growth 48h – Primary qHTS for delayed death inhibitors of the malarial parasite plastid, 48 hour incubation | P. falciparum luciferase growth in erythrocytes, 48 h | Potency, µM (top dose mostly 28.7 µM), without a hit: at the top dose activity change, negative = inhibition, usual class: inhibitors | hit rate 5.9% among 310,000; further: potency means the concentration at half of the fitted maximal effect; on the % scale 0 is the no-effect control and ±100 the full control effect
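Compounds are pin-transferred into medium, infected erythrocytes (2% hematocrit, 0.1% parasitemia final) are added, and plates sit one parasite generation at 37 C in 5% CO2. Detection reagent is then added and luminescence measured.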
Giardia FBPA inh – qHTS Assay for Inhibitors of Fructose-1,6-bisphosphate Aldolase from Giardia Lamblia | A8B2U2 | purified Giardia FBPA | Potency, µM (series often up to 59.6 µM), inactives show top-dose activity, negative = inhibition, usual class: inhibitors | hit rate 0.71% among 290,000; further: potency means the concentration at half of the fitted maximal effect; on the % scale 0 is the no-effect control and ±100 the full control effect; nearly all actives have a fitted effect of over 55% in size
Target sequence (A8B2U2 whole entry, looked up): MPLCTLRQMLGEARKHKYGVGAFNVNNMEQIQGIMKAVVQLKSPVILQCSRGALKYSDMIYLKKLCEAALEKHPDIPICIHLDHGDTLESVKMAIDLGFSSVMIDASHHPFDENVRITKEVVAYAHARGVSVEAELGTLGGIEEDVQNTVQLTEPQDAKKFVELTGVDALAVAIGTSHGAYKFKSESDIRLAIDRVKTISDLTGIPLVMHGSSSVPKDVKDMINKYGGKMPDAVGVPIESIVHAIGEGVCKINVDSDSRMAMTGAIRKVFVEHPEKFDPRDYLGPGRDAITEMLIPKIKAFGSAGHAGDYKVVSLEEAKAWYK
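Giardia FBPA (40 nM reagent) was preincubated 10 min at RT with compound (up to 57.5 uM final), then substrate plus GAPDH/TPI/NAD/arsenate coupling system with diaphorase/resazurin was added; resorufin fluorescence (525/598 nm) was read after 20 min.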
* = called active by the depositor; i = inactive; ? = inconclusive; nt = no result given; & = joins results of further samples; [ ] = dose if it differs, or a comment. Unless noted, the call rests on the fitted dose curve; in most records, active means well fitted curve in the direction sought with a large enough effect; inconclusive means small, poorly fitted or top-dose-only effect, or another doubt; inactive means no such curve, though single readings can be large; an effect the other way counts as inactive or inconclusive. This is a random part of the collection; about 24% have a hit in one of these screens.

SMILES	Sm TGR block	Pf growth 96h	Shiga toxin inh	Cycloheximide cs	Pf growth 48h	Giardia FBPA inh
Cc1cccc(/C=N/NC(=O)CN2CCCCCCC2)c1	2%	38%[activator]	12	14	24%	-16%
CCN(C(=O)CSc1nnc(CNc2cccc(OC)c2)n1C1CCCCC1)C1CCS(=O)(=O)C1 (configuration not stated)	2%	4.1µM*	-9	21	?	nt
COC(=O)CCC(=O)N1CCCC(N2CCN(c3cccc(C(F)(F)F)c3)CC2)C1 (configuration not stated)	2%	-22%	1	1	-14%	2%
O=S(=O)(Nc1nccs1)c1ccc(Br)cc1	nt	23%	2	-3	8%	1%
CN1C(=O)/C(=C\C(=O)c2cccs2)c2ccccc21	-30%	25%	-12	-2	-4%	-8%
CCOC(=O)c1sc(NC(C)=O)nc1C	2%	nt	-14	-1	-6%	-1%
O=C(NCCC1CCCCN1S(=O)(=O)c1ccccc1)C(=O)Nc1ccc(F)cc1 (configuration not stated)	1%	-15%	nt	nt	-2%	nt
CCN(C(=O)CSc1nnnn1C)C1CCS(=O)(=O)C1 (configuration not stated)	1%	43%[activator]	nt	nt	7%	nt
CC(=O)c1nc2ccccc2n1S(=O)(=O)c1ccc(C)cc1	2%	3%	3	23*	100%[activator]	2%
Cc1cccc(NC(=O)c2ccc(C(=O)c3ccccc3)o2)c1	nt	?	73*	37*	-20%	-6%
O=C(NCc1cccc(Cl)c1)c1ccc2c(c1)OCCO2	9%	93%[activator]	nt	21*	15%	-4%
CCOC(=O)N1CCN(C(=O)CSc2nnc(Cc3cccn3C)n2CCc2ccccc2)CC1	?	?	16	-1	nt	-1%
Cc1ccc(CON=C2CCN(c3ncc(C(F)(F)F)cc3Cl)CC2)cc1	-1%	3%	-15	-2	52%[activator]	0%
CSc1nc2c(cc1C#N)CCC2	27%	-8%	-10	2	21%	-4%
COc1ccc(OC)c(NC(=O)c2ccc(NC3=NC4CS(=O)(=O)CC4S3)cc2)c1 (configuration not stated)	8%	?	-10	6	-11%	-5%
Cc1ccccc1CSCC(=O)Nc1c(C)n(C)n(-c2ccccc2)c1=O	1%	97%[activator]	-15	-1	-30%	2%
Cc1csc(=O)n1CC(=O)OCC(=O)c1c(N)n(C)c(=O)n(C)c1=O	-1%	24%	nt	nt	3%	nt
CCNc1nc(NC(C)C)nc(N(C#N)CCOc2ccccc2)n1	-15%	nt	-14	-6	?	-1%
CCN(CC)c1ccc(NC(=O)Nc2cccc(C(C)=O)c2)cc1	2%	?	46*	20	34%[activator]	-20%
O=c1cc(C(Cl)(Cl)Cl)oc2c1ccc1ccccc12	-35%	0.26µM*	22	-1	0.13µM*	1%
N#Cc1c(-c2ccco2)nc(NCC2CCCO2)[nH]c1=O (configuration not stated)	2%	3%	15	-7	-1%	-3%
NC(=O)N/N=C1\c2ccccc2-c2c(C(N)=O)cccc21	-28%	113%[activator]	-11	-2	3%[0.00184 µM]	5%
Cc1ccccc1OCC(=O)Nc1ccc2c(c1)OCCO2	9%	150%[activator]	108*	51*	84%[activator]	-7%
COc1ccc2c3c1OC1CC(O)C=CC31CCN(C)C2 (configuration not stated)	-11%&8%	-20%&14%	-19&-5	1&1	0%&11%	?
CC(=O)NC(c1cccs1)c1cc(Br)c2cccnc2c1O (configuration not stated)	-9%	?	nt	nt	?	nt
O=C(O)C1CCCN(S(=O)(=O)c2cccc3cccnc23)C1 (configuration not stated)	4%	2.1µM*	-6	0	10%	12%
NC(=O)c1ccc(NC(=O)COC(=O)CCc2ccc(S(=O)(=O)N3CCCCC3)cc2)cc1	2%	?	-17	-6	3%	0%
O=C(Nc1cccnc1)c1noc2c1CCCC2	8%	34%[activator]	85*	47*	109%[activator]	-9%
O=S(=O)(Nc1nc2ccccc2s1)c1cc(F)ccc1F	5%	?	14	2	-9%	nt
C[C@@]12CCC=C[C@H]1[C@H](c1ccc(/C=C/c3ccccc3)cc1F)N(Cc1ccccc1)C2=O	-35%	?	9	7	12µM*	3%
CC(=O)N1CCN(S(=O)(=O)c2cccc(C(=O)N(C)Cc3ccc(C)o3)c2)CC1	40µM*	1%	nt	nt	?	nt
CCc1cc2c3c(c1)C(C)CC(C)(C)N3C(=O)/C2=C1\SC(=O)NC1=O (configuration not stated)	8%	?	8	-1	-8%	21%
CC1=NN(C(N)=S)C(C)(C)C1	19%	-16%	2	-3	35%[activator]	11µM*
CCOC(=O)c1ccc(S(=O)(=O)NNC(=O)COc2cccc(C)c2)cc1	-7%	35%[activator]	-4	-2	12%	1%
Cc1ccc(OC(=O)CCC(=O)Nc2ccc(Br)cc2)cc1	5%	38%[activator]	26	-2	8%	0%
O=C1N=C(N2CCCCC2)S/C1=C\c1ccc(Br)cc1	12%	?	-16	1	65%[activator]	0%
O=C(COC(=O)CCC(=O)c1ccc(Cl)cc1)NC1CC1	-2%	19%	-8	0	19%	8%
Cc1ccc(S(=O)(=O)N2C(=O)CCC2C(=O)O/N=C(\N)c2ccc([N+](=O)[O-])cc2)cc1 (configuration not stated)	1%	-2%	16	-1	2%	nt
Cc1nn(CC(=O)O)c(C)c1N	4%	23%	-8	-4	0%	-18%
Cn1c(=O)c2c(nc(N3CCOCC3)n2C)n(C)c1=O	8%	8%	-3	6	2%	1%
COc1cc(/C=N/O)c(Br)cc1OCC(=O)Nc1ccccc1C	-7%	39%[activator]	11	-1	38%[activator]	5%
COc1ccccc1-c1nc(NC(C)=O)n[nH]1	0%	?	-10	0	31%[activator]	0%
Cn1ccc(C(=O)Nc2ccc(Br)cc2Br)n1	-4%	427%[activator]	167*	104*	i	0%
CC(=O)Nc1ccc(CN2CCC(Oc3ccc(C(=O)N4CCCC4)cc3)CC2)cc1	-16%	41%[activator]	12	-1	50%[activator]	nt
O=C(Nc1ccc(S(=O)(=O)N2CCOCC2)cc1)c1cccs1	-2%	90%[activator]	16	2	-26%	2%
CCOC(=O)c1cc(C#N)c(N2CCN(C)CC2)nc1-c1ccccc1	8%	?	-8	-3	?	-3%
CCOC(=O)C1C(C)=CC(=O)CC1c1ccco1 (configuration not stated)	29%	-22%	-13	-3	?	-4%
Fc1ccc(COc2ccc(-c3nnco3)cc2)c(Cl)c1	-18%	38%[activator]	84*	30*	70%[activator]	7%
CCOc1ccccc1NC(=O)Cn1nnc(C(=O)NCCc2ccc(OC)c(OC)c2)c1N	0%	?	2	-3	-12%	-2%
O=C(/C=C/Nc1ccc(F)cc1F)c1ccco1	-5%	-35%	49*	10	47%[activator]	-12%

Remaining list, next part.
SMILES	Sm TGR block	Pf growth 96h	Shiga toxin inh	Cycloheximide cs	Pf growth 48h	Giardia FBPA inh
COc1cccc(NC(=O)CN(C)C(=O)c2cn(-c3ccccc3)nc2-c2cccs2)c1	-1%	-26%	nt	nt	?	nt
O=[N+]([O-])c1cc(C(F)(F)F)ccc1NCCCN1CCOCC1	2%	?	-4	16	-20%	4%
C[C@H](NC(=O)NCCc1ccccc1)C(=O)O	4%	-2%	9	-7	-5%	5%
CN(C)c1ccc(/C=C/C=N/Nc2nc(N3CCOCC3)nc(N3CCOCC3)n2)cc1	0%	1%	-9	-6	14%	-3%
COCCOC(=O)C1=C(C)NC2=C(C(=O)CCC2)C1c1cc2c(cc1Br)OCO2 (configuration not stated)	?	-19%	-15	-2	-22%	-5%
COc1ccc(OC)c(NC(=O)CSC2=C(C#N)C(c3ccco3)C3=C(CCCC3=O)N2)c1 (configuration not stated)	-25%	-4%	-5	11	9.3µM*	-7%
CCN(CC)S(=O)(=O)c1ccc(NC(=O)C2c3ccccc3Oc3ccccc32)cc1	2%	?	-12	0	?	-1%
Cn1ncc(Br)c1C(=O)N1CCN(C(=O)c2ccco2)CC1	-5%	?	-11	-4	9%	7%
CCn1c(SCc2nc3ccccc3[nH]2)nnc1-c1ccc(OC)cc1	-29%	-6%	-13	-4	-6%	-7%
Cc1nc(NC(=O)CN2CCOCC2)sc1C(=O)N(C)C	1%	-10%	-11	-2	2%	?
O=c1c2ncn([C@@H]3O[C@@H]4COP(=O)(O)O[C@H]4[C@H]3O)c2nc2[nH]c(-c3ccccc3)cn12	nt	nt	-7	-4	nt	-1%
CCc1ccc(CNc2ccc3c(c2)ncn3CC)cc1	4.5µM*	-20%	86*	53*	11%	2%
CC(C)(C)NC(=O)CN(C(=O)C(=O)Nc1ccc2c(c1)OCCO2)C(C)(C)C	nt	57%	-13	-4	-13%	0%
O=C(c1cc(=O)[nH]c2ccccc12)N1CCN(S(=O)(=O)c2ccc(Cl)cc2)CC1	-16%	12%	nt	nt	?	nt
CCOC(=O)c1ccc(N2C(=O)C3ON(c4ccccc4)C(c4ccco4)C3C2=O)cc1 (configuration not stated)	?	-8%	2	-2	nt	2%
COc1ccc(Cl)cc1NC(=O)CCN1CCOCC1	1%	1%	-10	1	-11%	3%
O=C(Nc1ccc2nc3n(c(=O)c2c1)CCCCC3)c1ccccc1[N+](=O)[O-]	-9%	7%	16	16	-4%	nt
CC(Sc1nnc(-c2cccnc2)n1-c1ccccc1)C(=O)NCc1ccc2c(c1)OCO2 (configuration not stated)	2%	nt	76*	40*	52%[activator]	2%
Nc1nc(SCC(=O)Nc2ccccc2Sc2ccccc2)n[nH]1	0%	nt	16	6	-2%	-26%
NC(=S)Cc1nc(-c2ccc(Cl)cc2)cs1	0%	?	80*	29	30%[activator]	-1%
CCOc1cc(/C=N/NC(=O)c2nn(C)cc2Br)ccc1OCc1ccccc1	-10%	?	27	-2	12%	6%
CCc1nc2ccccc2c(C(=O)Oc2ccc(C(=O)OC)cc2)c1C	-17%	16%	-15	-3	20%	7%
O=C(O)/C=C/C(=O)N1CCN(c2ccccc2F)CC1	-6%	8%	1	-2	-5%	2%
COc1ccccc1NC(=O)CSc1nnc(Cc2ccccc2)o1	-14%	13%	-11	-2	3%	-1%
Cc1ccc(Cl)cc1N1CCN(C(=O)Cc2c(C(=O)O)[nH]c3ccccc23)CC1	20%	nt	-10	0	22%	7%
COc1ccc(C(C(=O)NCC2CCCO2)N(Cc2ccccc2)C(=O)c2snc(C(N)=O)c2N)cc1OC (configuration not stated)	9%	?	-10	-1	?	nt
CCOC(=O)C1CCN(Cc2ccccc2C(F)(F)F)CC1	-25%	22%	-16	-1	37%[activator]	-20%
CC1(C)CC(=O)C2=C(C1)NC1=C(C(=O)c3ccccc31)C2c1ccc(O)cc1 (configuration not stated)	-13%	?	-5	-2	?	0%
COc1ccccc1NC(=S)NNC(=O)c1ccncc1	8%	0%	-4	3	26%	-3%
COc1cccc(CNS(=O)(=O)c2c(C)nc3sccn3c2=O)c1	-3%	0.52µM*	-1	-3	4%	-6%
O=C1CSC(c2ccc(Cl)cc2)N1Nc1nc(N2CCOCC2)nc(N2CCOCC2)n1 (configuration not stated)	2%	20%	-10	-1	?	-8%
CC(CNc1ccc([N+](=O)[O-])cc1)NC(=O)c1ccccc1Br (configuration not stated)	3%	?	-8	-2	?	4%

Screening data as filed in PubChem.
